Screening data as filed in PubChem.
PAFAH2 inh: PAFAH2 (human) inhibition. 340,000 compounds, 0.99% hits. recombinant PAFAH2, FP-rhodamine activity probe, fluorescence polarization. inhibition, % at 3.39 µM. AID 492956;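 active = inhibition above the mean over all tested compounds plus 3 SD, cut at about 30% in these data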;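 also: inhibitors block probe labeling of enzyme so polarization drops; 0% = enzyme with DMSO and 100% = wells lacking PAFAH2 protein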
PAFAH1B3 FP inh: inhibitors of human PAFAH1B3; Q15102; recombinant PAFAH1B3, FP-rhodamine probe, fluorescence polarization; inhibition, % at 3.39 µM; 340,000 compounds, 0.28% hits;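 active = inhibition above the screen-wide average of all tested compounds plus 3 SD, cut at about 25% in these data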;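 also: 0% = enzyme with DMSO only and 100% = wells lacking PAFAH1B3 protein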
PREPL inhibitor: inhibits the human prolyl oligopeptidase-like enzyme | recombinant PREPL, fluorescence polarization activity-based probe | inhibition, % at 5.96 µM | 320,000 compounds, 0.68% hits | AID 2751; in the data active = inhibition above about 43%;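 also: 0% = enzyme with DMSO and 100% = wells lacking enzyme; many of its hits are not listed in these tables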
Target sequence (Q4J6C6 whole entry, looked up): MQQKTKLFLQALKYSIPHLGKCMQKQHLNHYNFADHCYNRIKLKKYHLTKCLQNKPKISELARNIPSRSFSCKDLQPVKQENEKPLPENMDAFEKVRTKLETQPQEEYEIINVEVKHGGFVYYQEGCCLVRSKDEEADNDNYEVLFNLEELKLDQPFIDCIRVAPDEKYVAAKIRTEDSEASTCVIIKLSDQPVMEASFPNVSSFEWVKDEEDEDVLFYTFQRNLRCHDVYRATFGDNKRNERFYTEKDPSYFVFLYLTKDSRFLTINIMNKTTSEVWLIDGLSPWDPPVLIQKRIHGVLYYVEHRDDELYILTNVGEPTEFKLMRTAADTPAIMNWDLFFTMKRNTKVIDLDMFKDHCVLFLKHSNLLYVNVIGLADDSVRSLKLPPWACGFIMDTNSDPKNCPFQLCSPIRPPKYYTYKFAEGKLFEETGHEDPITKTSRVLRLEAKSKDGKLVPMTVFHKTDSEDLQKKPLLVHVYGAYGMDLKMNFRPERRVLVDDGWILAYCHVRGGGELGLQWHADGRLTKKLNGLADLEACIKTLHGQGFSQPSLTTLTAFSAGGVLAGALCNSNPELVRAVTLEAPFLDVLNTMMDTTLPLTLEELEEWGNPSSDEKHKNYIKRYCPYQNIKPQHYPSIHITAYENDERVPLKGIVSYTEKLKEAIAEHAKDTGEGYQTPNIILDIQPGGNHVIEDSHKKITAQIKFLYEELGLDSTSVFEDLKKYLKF
PAFAH1B2 inh: PAFAH1B2 (human) inhibition. P68402. recombinant PAFAH1B2, FP-rhodamine activity probe, fluorescence polarization. inhibition, % at 3.39 µM. 340,000 compounds, 1.2% hits;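 active = inhibition above the mean of all tested compounds plus 3 SD, cut at about 24% in these data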;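 also: 0% = enzyme with DMSO and 100% = wells lacking PAFAH1B2; many of its hits are not listed in these tables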
PAD4 FP inh: PAD4 (human) enzyme inhibition; inhibition, % at 6.36 µM; 330,000 compounds, 0.41% hits; recombinant PAD4, RCA probe fluorescence polarization; AID 485272; Q9UM07;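 active = percent inhibition above a cutoff equal to the mean of all tested compounds plus 3 SD, cut at about 15% in these data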;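 also: 0% = PAD4 with RCA probe and DMSO and 100% = probe without PAD4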
pPAFAH FP inh: inhibitors of human plasma PAF acetylhydrolase (pPAFAH); inhibition, % at 3.39 µM; 330,000 compounds, 1.5% hits; recombinant pPAFAH, FP-rhodamine probe fluorescence polarization;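 active = inhibition above the mean inhibition across the screen plus 3 SD, cut at about 25% in these data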;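 also: inhibitors block binding of the rhodamine activity-based probe so polarization drops; 0% = enzyme with DMSO and 100% = wells lacking pPAFAH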
LYPLA2 inh: blocks human lysophospholipase 2, a PME1 counter-screen. recombinant LYPLA2, FP-Rh probe fluorescence polarization. inhibition, % at 5.9 µM. 320,000 compounds, 0.38% hits. AID 2177;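 active = inhibition above the screen-wide mean plus 3 SD, limit set per campaign, cut at about 26% in these data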;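 also: 0% = LYPLA2 with DMSO and 100% = wells lacking LYPLA2 enzyme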
LYPLA1 inh: blocks human lysophospholipase 1, a PME1 counter-screen; O75608; recombinant LYPLA1, FP-Rh probe fluorescence polarization; AID 2174; inhibition, % at 5.9 µM; 320,000 compounds, 0.16% hits;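 active = inhibition above the mean of all tested compounds plus 3 SD, set per campaign, cut at about 14% in these data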;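 also: inhibitors block serine hydrolase probe labeling of LYPLA1 so polarization falls; 0% = enzyme with DMSO and 100% = wells lacking LYPLA1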
GSTO1 inh: counter-screen for RBBP9 inhibitors: inhibitors of human GSTO1; inhibition, % at 5.96 µM; 300,000 compounds, 1.1% hits; recombinant GSTO1, activity-based probe fluorescence polarization; P78417;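 active = inhibition above the campaign mean inhibition plus 3 SD, cut at about 35% in these data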;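 also: 0% = GSTO1-1 with DMSO and 100% = wells lacking GSTO1-1 enzyme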
Target sequence (P78417 whole entry, looked up): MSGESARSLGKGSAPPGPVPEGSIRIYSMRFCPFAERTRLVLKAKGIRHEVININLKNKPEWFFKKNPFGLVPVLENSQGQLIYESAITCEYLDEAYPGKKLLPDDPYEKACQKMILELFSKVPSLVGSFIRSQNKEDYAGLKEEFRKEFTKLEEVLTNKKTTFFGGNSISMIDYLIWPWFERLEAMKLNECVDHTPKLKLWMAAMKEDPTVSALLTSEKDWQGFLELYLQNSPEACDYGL
An asterisk follows results filed as active; x = no result given. An excerpt; count on the stated rates, not on these rows.

Screens in order: PAFAH2 inh	PAFAH1B3 FP inh	PREPL inhibitor	PAFAH1B2 inh	PAD4 FP inh	pPAFAH FP inh	LYPLA2 inh	LYPLA1 inh	GSTO1 inh
[1] COc1ccccc1C(=O)Nc1nc2cc3c(cc2s1)OCCO3
 : -5	4	14	1	-5	-5	-2	0	-1
[2] C=CCNC(=O)c1ccc(N(Cc2ccc(Cl)cc2)S(C)(=O)=O)cc1
 : -1	1	-8	0	1	3	2	0	-1
[3] CCCCN1C(=O)N(c2nnc(C(C)(C)C)s2)C(O)C1c1ccc(C)cc1 (configuration not stated)
 : 1	7	8	3	5	6	-5	0	0
[4] COc1ccc(-n2c(Cc3cccn3C)nnc2SCC(=O)Nc2ccccc2)cc1
 : -2	-5	8	6	-1	5	-6	-5	4
[5] C=CCNCc1cccn1-c1sc2c(c1C#N)CCCC2
 : -4	3	2	3	-2	0	5	0	0
[6] COc1ccccc1NC(=O)C(=O)Nc1ccccn1
 : 1	-11	6	5	-2	6	0	2	4
[7] COc1cccc2c1cc1c(=O)n(CC(=O)N3CCC(C)CC3)nc(C)n12
 : -3	5	-1	7	-4	-3	3	2	1
[8] O=C1CNC(=S)N1Cc1ccc(Cl)cc1
 : -7	10	-13	12	0	3	0	-2	-7
[9] O=C(Nc1nc(-c2cccs2)c(C(=O)C(F)(F)F)s1)c1ccccc1
 : -7	-9	-1	0	2	2	-2	-4	-26
[10] O=C(C1CCC1)N1CCN(Cc2ccccc2)CC1
 : 16	-11	11	3	-6	-1	-1	5	-3
[11] Cc1cc(-n2cnc3c(=O)[nH]cnc32)ccc1N
 : 0	1	-1	2	2	-2	-6	-3	-2
[12] O=C(NNS(=O)(=O)c1ccc(C(F)(F)F)cc1)c1cnn(-c2ccccc2)c1C(F)(F)F
 : -1	8	-4	11	3	1	1	2	0
[13] Cc1ccc(-c2csc(NC(=S)NC(=O)c3cccs3)n2)cc1
 : 4	7	1	5	-2	3	6	-2	-1
[14] CC(Sc1n[nH]c(-c2cccs2)n1)C(=O)Nc1ccccc1F (configuration not stated)
 : 9	4	0	-2	-1	0	3	4	x
[15] O=C(OCC1OC(n2cc(Br)c(=O)[nH]c2=O)C(Br)C1O)c1ccccc1 (configuration not stated)
 : 1	4	-3	5	-28	-1	-5	3	1
[16] Cc1cccc(NC(=O)c2ccc3c(c2)OCCO3)c1C
 : 3	9	18	0	-2	13	-2	-1	18
[17] COc1cc(OC)cc(C(=O)Nc2ncc3c(n2)CC(C)(C)CC3=O)c1
 : 8	0	3	7	-3	-3	0	2	-3
[18] CCN1CCN(Cc2ccc(NC(=O)c3cc(NC(=O)c4cc5cccc(OC)c5o4)cc(OC)c3)cc2C(F)(F)F)CC1
 : -32	-2	-23	-1	-3	-24	-68	-36	-3
[19] C/C(=N\N1CCN(Cc2ccc(Cl)cc2)CC1)c1ccc(F)cc1
 : -1	-3	17	1	1	-2	-3	3	6
[20] Cc1ccc(NC(=O)C2C3C=CC4(O3)C2C(=O)N(CCCN2CCCC(C)C2)C4C(=O)NC2CCCCC2)cc1 (configuration not stated)
 : 4	2	13	2	2	4	3	-4	8
[21] CS(=O)(=O)Nc1cccc(C2=NN(C(=O)c3ccco3)C(c3cccs3)C2)c1 (configuration not stated)
 : 2	15	-1	-3	-3	-3	1	-1	-6
[22] O=C(NC1CCCC1)c1ccc(CS(=O)(=O)c2ccc(Br)cc2)o1
 : -5	0	-1	9	0	3	-7	-3	1
[23] CCN([C@H](CO)CC(C)C)S(=O)(=O)c1ccccc1
 : -6	11	x	7	3	2	x	x	x
[24] Cc1ccc(C(=O)/C=C/Nc2ccc3c(c2)OCO3)cc1
 : -1	8	-35	2	-4	7	3	0	-3
[25] CCOC(=O)CC1COCCN1C(=O)c1cc(COc2ccc(F)c(F)c2)on1 (configuration not stated)
 : 8	1	15	2	-2	8	-2	1	4
[26] O=C(C[C@@H]1C/C=C\CC[C@@H](Cc2ccc(F)cc2)C(=O)OC[C@@H]2CCCN2C1=O)N[C@H](CO)Cc1ccccc1
 : 4	-1	35	9	1	-4	x	x	x
[27] Oc1ccccc1-c1nc(NCCN2CCOCC2)c2ccccc2n1
 : 9	7	18	0	-3	13	5	-5	-3
[28] O=C(NCc1ccc(F)cc1)c1cccc(S(=O)(=O)N2CCOCC2)c1
 : 3	-2	19	2	-3	-3	5	2	x
[29] CN(C)CCc1c[nH]c2ccc(Cn3cncn3)cc12
 : x	x	-1	x	-1	-5	0	0	5
[30] CC(C(=O)Nc1ccccc1-c1ccccc1)N1CCN(Cc2ccccc2)CC1 (configuration not stated)
 : 2	1	9	13	-1	2	-5	0	8
[31] O=C(CSC(=S)N1CCCC1)c1ccccc1
 : -1	3	2	7	0	-4	4	-1	-2
[32] CCC(C)NC(=O)c1cc(C)no1 (configuration not stated)
 : -5	-7	1	-3	-6	2	7	10	3
[33] CC(C)c1nc2cc(C(=O)N3CCN(c4cnccn4)CC3)ccc2o1
 : 1	-4	-1	5	-1	0	7	5	-2
[34] CCC(C)C(NC(=O)c1ccccc1)C(=O)Nc1ccc(S(=O)(=O)Nc2cc(C)nc(C)n2)cc1 (configuration not stated)
 : 1	5	-1	7	2	2	2	3	x
[35] Cn1c(=O)c2cn(-c3cccc4ccccc34)cc2n(C)c1=O
 : 1	-1	2	-1	1	2	3	5	6
[36] COc1cccc(NC(=O)c2cccc(C(=O)Nc3cccc(OC)c3)n2)c1
 : 4	6	0	0	-3	7	3	-8	2
[37] COc1ccc(OCCSc2nnc3c(Cl)cc(Cl)cn23)cc1
 : -4	1	0	3	-2	0	0	-1	-2
[38] CN(C(=O)c1ccc(N2CCCCC2)c([N+](=O)[O-])c1)C1CCS(=O)(=O)C1 (configuration not stated)
 : -1	1	17	3	-8	4	x	x	x
[39] COc1cc(OC)c(NC(=O)c2cccc(F)c2)cc1Cl
 : 2	1	2	5	-6	3	-1	-3	3
[40] Cc1ccc2nc(/C(C#N)=C\c3ccc(N4CCCCC4)c([N+](=O)[O-])c3)[nH]c2c1
 : 21	7	27	2	-4	9	15	-8	-10

Quoted from above, nos. 30–38
Screens in order: PAFAH2 inh	PAFAH1B3 FP inh	PREPL inhibitor	PAFAH1B2 inh	PAD4 FP inh	pPAFAH FP inh	LYPLA2 inh	LYPLA1 inh	GSTO1 inh
[30] CC(C(=O)Nc1ccccc1-c1ccccc1)N1CCN(Cc2ccccc2)CC1 (configuration not stated)
 : 2	1	9	13	-1	2	-5	0	8
[31] O=C(CSC(=S)N1CCCC1)c1ccccc1
 : -1	3	2	7	0	-4	4	-1	-2
[32] CCC(C)NC(=O)c1cc(C)no1 (configuration not stated)
 : -5	-7	1	-3	-6	2	7	10	3
[33] CC(C)c1nc2cc(C(=O)N3CCN(c4cnccn4)CC3)ccc2o1
 : 1	-4	-1	5	-1	0	7	5	-2
[34] CCC(C)C(NC(=O)c1ccccc1)C(=O)Nc1ccc(S(=O)(=O)Nc2cc(C)nc(C)n2)cc1 (configuration not stated)
 : 1	5	-1	7	2	2	2	3	x
[35] Cn1c(=O)c2cn(-c3cccc4ccccc34)cc2n(C)c1=O
 : 1	-1	2	-1	1	2	3	5	6
[36] COc1cccc(NC(=O)c2cccc(C(=O)Nc3cccc(OC)c3)n2)c1
 : 4	6	0	0	-3	7	3	-8	2
[37] COc1ccc(OCCSc2nnc3c(Cl)cc(Cl)cn23)cc1
 : -4	1	0	3	-2	0	0	-1	-2
[38] CN(C(=O)c1ccc(N2CCCCC2)c([N+](=O)[O-])c1)C1CCS(=O)(=O)C1 (configuration not stated)
 : -1	1	17	3	-8	4	x	x	x

Next compounds
Screens in order: PAFAH2 inh	PAFAH1B3 FP inh	PREPL inhibitor	PAFAH1B2 inh	PAD4 FP inh	pPAFAH FP inh	LYPLA2 inh	LYPLA1 inh	GSTO1 inh
[41] COc1ccc(OC)c(Nc2nc(N)c([N+](=O)[O-])c(NC3CCCCC3)n2)c1
 : -3	3	5	0	-3	6	-1	-2	7
[42] CCOC(=O)c1c(NC(=O)c2nc3n(n2)C(C(F)F)CC(C)N3)sc2c1CCCC2 (configuration not stated)
 : 7	-3	3	-3	0	-6	2	-2	-2
[43] COc1ccc(CCNC(=O)C(=O)NCC2CCCN2S(=O)(=O)c2cc(C)ccc2C)cc1 (configuration not stated)
 : -7	2	-1	0	1	4	-2	2	0
[44] CN1CCc2nc(SCCOc3ccccc3)c(C#N)cc2C1
 : 7	7	-27	4	3	5	14	0	2
[45] O=[N+]([O-])c1ccc(N=Nc2c(O)[nH]c3ccc(F)cc23)cc1
 : -12	6	25	3	2	3	1	-3	0
[46] N#Cc1c(-c2ccccc2)cc(-c2ccc(O)cc2)nc1N
 : -1	-10	9	-5	-4	13	-2	-5	-12
[47] CN1CCN(CCC=C2c3ccccc3Sc3ccc(S(=O)(=O)N(C)C)cc32)CC1
 : 12	3	-26	0	1	28*	5	-1	8
[48] CCC(=O)N(Cc1ccc(C)cc1)Cc1cc2cc3c(cc2[nH]c1=O)OCO3
 : -1	7	11	-3	-4	-1	-1	-1	-3
[49] CC1Cc2cccc3c(O)c(C(=O)c4nn[nH]n4)c(=O)n1c23 (configuration not stated)
 : -6	10	-8	5	-3	6	-6	-4	10
[50] CC(OC(=O)c1ccccc1O)C(=O)Nc1ccc(Cl)cn1 (configuration not stated)
 : -4	9	-6	3	-3	1	3	0	-1
[51] COc1ccc2c(c1)-c1c(sn(-c3ccccc3)c1=S)C(C)(C)N2
 : 3	-1	16	2	-2	2	6	-3	-9
[52] Cn1nc(-c2ccccc2)cc1NC(=O)Nc1ccc(F)cc1
 : 9	7	7	4	-4	-4	-4	-5	-2
[53] COc1ccc(NC(=O)C(c2ccccn2)N(C(C)=O)c2ccc(C)cc2)cc1 (configuration not stated)
 : 4	4	12	3	-5	-8	-2	-1	9
[54] Cc1ccc2c(c1)sc(=NC(=O)C1CC1)n2C
 : 0	3	-1	8	2	1	2	-1	1
[55] O=C(N/N=C/c1cccn1-c1ccccc1)c1ccncc1
 : -7	0	6	2	1	1	6	-1	10
